Screening results deposited in PubChem BioAssay by National Center for Advancing Translational Sciences (NCATS).
TbPYK inhibitor = blocks Trypanosoma brucei pyruvate kinase. 410,000 compounds, 0.12% hits. Potency, µM (doses to about 76.8 µM), without a hit: top-dose activity, negative = inhibition, most hits filed as inhibitors. TbPYK enzyme, Kinase-Glo Plus ATP luminescence, 45 min; further: potency means the concentration at half of the fitted maximal effect; on the % scale 0 is the no-effect control and ±100 the full control effect; nearly all actives have a fitted effect of over 50% in size
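Assay buffer: 50 mM TEA pH 7.2, 100 mM KCl, 10 mM MgCl2, 0.05% BSA, 0.01% Tween-20. Pyruvate kinase from T. brucei plus substrate met compound, then ADP (130 uM final). Luminescence was read post 45 min RT.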
Pf growth 48h = inhibits P. falciparum growth in the first generation, 48 h. P. falciparum luciferase growth in erythrocytes, 48 h. Potency, µM (highest dose often 28.7 µM), for inactives: at the top dose activity change, negative = inhibition, usual class: inhibitors. 310,000 compounds, 5.9% hits; further: potency means the concentration at half of the fitted maximal effect; on the % scale 0 is the no-effect control and ±100 the full control effect
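A one-generation exposure of luciferase-tagged malaria parasites in RPMI 1640/Albumax erythrocyte culture, 37 C and 5% CO2. Inhibition is inferred from decreased luminescence after adding detection reagent.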
Pf growth 96h = P. falciparum growth inhibition at 96 hours | Potency, µM (doses to about 28.7 µM), without a hit: at the top dose activity change, negative = inhibition, actives largely listed as inhibitors | 320,000 compounds, 6.9% hits | AID 504834 | P. falciparum luciferase reporter growth, 96 h; further: potency means the concentration at half of the fitted maximal effect; on the % scale 0 is the no-effect control and ±100 the full control effect
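Readout is luminescence from an integrated firefly luciferase in P. falciparum. Red cells, 2% hematocrit and 0.05% parasitemia final, were cultured with compound through two parasite generations (96 hours) at 37 C, 5% CO2.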
Cycloheximide cs = affects cycloheximide protein synthesis inhibition readout, counter-screen; 300,000 compounds, 12% hits; max response, %; cell reporter, cycloheximide protein synthesis inhibition counterscreen; in the data active means max response mostly above about 13%, no sharp cut-off; inactive means mostly below about 14%; further: read at 38.3 µM for the half of the compounds with a filed dose; 0% is about no effect
AMA1 RON2 block = disrupts binding of P. falciparum AMA1 to RON2; AlphaScreen AMA1-biotinylated RON2 peptide binding; AID 720542; 360,000 compounds, 0.2% hits; Potency, µM (doses to about 58.2 µM), without a hit: at the highest dose activity change, negative = inhibition, usual class: inhibitors;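 further: potency means the concentration at half of the fitted maximal effect; 0% = vehicle wells and -100% = peptide control; nearly all actives have a fitted effect of over 45% in size; some results filed as inactive show a strong effect at the top dose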
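AMA1 (3D7) with his tag at 25 nM final met compounds first, then biotinylated RON2 peptide at 25 nM; detection used donor plus acceptor beads, 10 µg/mL apiece, read by AlphaScreen after 30 min at room temperature.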
LmPK inhibitor = blocks Leishmania mexicana pyruvate kinase activity; Q27686; purified LmPK, Kinase-Glo ATP luminescence, 1 h; Potency, µM (titrated, usually from 57.5 µM), inactives show at the highest dose activity change, negative = inhibition, most hits filed as inhibitors; 290,000 compounds, 0.37% hits; AID 1721; further: potency means the concentration at half of the fitted maximal effect; on the % scale 0 is the no-effect control and ±100 the full control effect
Target sequence (Q27686 whole entry, looked up): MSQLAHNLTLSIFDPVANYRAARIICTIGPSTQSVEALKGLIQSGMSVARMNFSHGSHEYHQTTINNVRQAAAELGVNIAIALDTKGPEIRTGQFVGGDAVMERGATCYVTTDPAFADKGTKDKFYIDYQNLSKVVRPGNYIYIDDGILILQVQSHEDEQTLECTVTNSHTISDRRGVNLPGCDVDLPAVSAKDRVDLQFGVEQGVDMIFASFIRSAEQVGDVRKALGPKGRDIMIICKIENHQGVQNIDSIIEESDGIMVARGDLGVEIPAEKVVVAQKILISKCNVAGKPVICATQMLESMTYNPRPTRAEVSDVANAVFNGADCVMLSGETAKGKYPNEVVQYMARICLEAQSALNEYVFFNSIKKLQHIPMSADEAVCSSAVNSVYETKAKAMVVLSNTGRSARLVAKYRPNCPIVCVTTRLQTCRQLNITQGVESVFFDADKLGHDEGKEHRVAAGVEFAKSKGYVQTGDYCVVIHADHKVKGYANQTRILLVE
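In 50 mM imidazole pH 7.2 with 7 mM MgCl2, LmPK (0.1 nM) turned over PEP (0.5 mM) and ADP (0.1 mM) for 1 h at room temperature. Luciferase read-out of ATP.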
Shiga toxin inh = inhibitors of Shiga toxin in Vero cells; Vero cells, Shiga toxin protein synthesis inhibition reporter; 290,000 compounds, 9.2% hits; inhibition, % at 38.7 µM; in the data active means inhibition mostly above about 28%, no sharp cut-off; inactive means mostly below about 43%; further: 0% is about no effect
* marks the source's active call; other numbers are inactive results; ? = inconclusive; nt = not tested or not shown; & = joins results of further samples; [ ] = remark or other dose. Unless noted, the call rests on the fitted dose curve; in most records, active means well fitted curve in the direction sought with a large enough effect; inconclusive means small, poorly fitted or top-dose-only effect, or another doubt; inactive means no such curve, though single readings can be large; an effect the other way counts as inactive or inconclusive.

#	molecule	TbPYK inhibitor	Pf growth 48h	Pf growth 96h	Cycloheximide cs	AMA1 RON2 block	LmPK inhibitor	Shiga toxin inh
1	NS(=O)(=O)c1ccc(NC(=S)NCc2ccccc2Cl)cc1	-21%	9%	?	-5	-10%	2%	-10
2	COC(=O)c1cc(-c2cccc(OC)c2)n[nH]1	4%	80%[activator]	72%[activator]	24*	45%[activator]	-10%	49*
3	COC(=O)c1sccc1NC(=S)N1CCN(c2ccccc2F)CC1	1%	23%	-8%	-1	-2%	1%	-13
4	Cc1ccc(S(=O)(=O)/N=C(\N)c2ccc(Cl)cc2)cc1	2%	7%[0.00184 µM]	91%[activator]	-2	10%	1%	2
5	Cn1c(SCC(=O)NNC(=S)Nc2ccccc2)nnc1-c1ccccc1	-17%	0%	-1%	2	111%[activator]	-1%	-6
6	CN(C)S(=O)(=O)c1cccc(NC(=O)c2n[nH]c(=O)c3ccccc23)c1	2%	-14%	?	7	-4%	-2%	2
7	COC(=O)c1sc(NC(=S)NC(=O)c2ccccc2C)nc1C	4%	45%[activator]	?	-2	74%[activator]	0%	38
8	O=C(CN1CCN(C(=O)CNC(=O)c2ccc3c(c2)OCO3)CC1)Nc1ccccc1Cl	5%	?	?	nt	-13%	nt	nt
9	Cc1cccc2cc3c(NC(=O)c4ccccn4)nn(C)c3nc12	3%	1%	22%	-1	98%[activator]	0%	-9
10	C/C(=N\NC(=O)c1ccc(CN(C)S(=O)(=O)c2ccc(C)cc2)cc1)c1ccc(OC(F)F)cc1	8%	-21%	?	-1	7%	0%	-1
11	C/C(=N/NC(=S)Nc1ccccc1)c1ccc2c(c1)OCO2	-5%	?	?	34*	55%[activator]	0%	67
12	COC(=O)C1=C(C)N(CCc2cc(OC)c(OC)c(OC)c2)C(=O)N[C@H]1c1ccccc1	0%	nt	nt	nt	-7%	0%[11.5 µM]	nt
13	O=C(NC1CC1)C1=C[C@@H](c2c[nH]c3ccccc23)C[C@@H](OCCCCO)O1	-5%	?	?	-3	19%	6%	-1
14	Cc1ccc(-c2csc(NC3OC(=O)c4ccccc43)n2)cc1 (centres undefined)	3%	?	?	22*	-6%	-3%	30*
15	CCN(CC)C(=O)NCc1c(C)cc(C)cc1C	-4%	-13%	-12%	-1	29%	1%	-4
16	COc1nc(Oc2ccc(C(=O)OCC(N)=O)cc2)nc(N(C)C)n1	-3%	31%	24%	-3	9%	4%	-6
17	CCc1nnc(NC(=O)CSc2nc3ccccc3c(=O)n2CCCOC)s1	-6%	-14%	?	7	4%	0%	-2
18	O/C(=C\c1ccc2ccccc2n1)c1ccncc1	-26%	164%[activator]	131%[activator]	nt	-2%	nt	nt
19	CC(CCc1ccccc1)NC(=O)CN1C(=O)NC2(CCCCC2C)C1=O (centres undefined)	3%	-20%	-14%	nt	9%	nt	nt
20	O=C(NC(=S)Nc1ccc(S(=O)(=O)Nc2nccs2)cc1)C1CC1	-8%	-4%	-8%	-5	-1%	-2%	7
21	CCc1cc(=O)[nH]c(SCC(=O)N2CCC(Cc3ccccc3)CC2)n1	-3%	-5%	-8%	nt	16%	nt	nt
22	Cc1cc(C(=O)N=Nc2c(O)n(C(C)C)c3ccccc23)n[nH]1	3%	-49%	?	8	22%	-3%	-17
23	O=C(NNC(=O)c1csc(-c2cccnc2)n1)c1ccccc1	1%	?	10µM*	30*	113%[activator]	-1%	18
24	COc1ccc(-c2nc(C=O)cs2)cc1	9%	19%	30%	13*	0%	-16%	39*

Values in list order from the list.
LmPK inhibitor, nos. 11 to 15 → 0%, 0%[11.5 µM], 6%, -3%, 1%
AMA1 RON2 block, nos. 11 to 15 → 55%[activator], -7%, 19%, -6%, 29%
Pf growth 48h, nos. 11 to 15 → ?, nt, ?, ?, -13%

Some of the entries above, set out differently.
15	CCN(CC)C(=O)NCc1c(C)cc(C)cc1C
  TbPYK inhibitor = -4%; Pf growth 48h = -13%; Pf growth 96h = -12%; Cycloheximide cs = -1; AMA1 RON2 block = 29%; LmPK inhibitor = 1%; Shiga toxin inh = -4
24	COc1ccc(-c2nc(C=O)cs2)cc1
  TbPYK inhibitor = 9%; Pf growth 48h = 19%; Pf growth 96h = 30%; Cycloheximide cs = 13*; AMA1 RON2 block = 0%; LmPK inhibitor = -16%; Shiga toxin inh = 39*

Other structures
#	molecule	TbPYK inhibitor	Pf growth 48h	Pf growth 96h	Cycloheximide cs	AMA1 RON2 block	LmPK inhibitor	Shiga toxin inh
25	O=C(Nc1ccc(C(=O)O)cc1)Nc1cccc2ccccc12	-14%	0%	-8%	4	-11%	-1%	9
26	CNc1ccc(SC#N)cc1	-11%	?	21%	-2	-4%	-1%	-6
27	Cc1ccc(NC(=O)c2cc3ccccc3o2)cc1	-5%	203%[activator]	16%	44*	23%	-7%	118*
28	CSc1ccccc1NC(=O)COc1ccccc1Cl	-12%	33%[activator]	?	51*	18%	-1%	132
29	CCCn1c(=O)c2ccccc2n2c(SCC(=O)Nc3cc(C)on3)nnc12	-5%	19%	nt	-2	-6%	-1%	7
30	Cc1cc(C)cc(NC(=O)CSc2nc(=O)n(CCCN3CCOCC3)c3c2CCCC3)c1	1%	0%	?	nt	-6%	nt	nt
31	COc1cc(NC(=S)N2CCc3ccccc3C2)cc(OC)c1	2%	-16%[5.75 µM]	?	9	-23%	1%	39
32	O=C(Nc1ccc(Oc2ccc3ccccc3c2)cc1)c1ccco1	4%	2.1µM*	nt	7	-1%	7%	47
33	Cc1nn(Cc2ccc(C(=O)N3CCCC3)o2)c(C)c1[N+](=O)[O-]	-7%	-2%	-9%	-2	8%	2%	-2
34	O=C1C(=O)N(Cc2cccnc2)C(c2ccc(Br)cc2)/C1=C(\O)c1ccc2c(c1)OCCO2 (centres undefined)	-5%	0%	21%	30	0%	2%	10
35	Cc1ccc2nc(SCc3nnc(-c4cccs4)o3)[nH]c2c1	-16%	-17%	?	6	-2%	4%	19
36	CN1CCN(C(=O)/C(=C/c2ccccc2Cl)NC(=O)c2ccccc2)CC1	-1%	-2%	41%[activator]	-1	-3%	-1%	-13
37	CCN1CCN(CCCN(Cc2cccs2)C(=S)Nc2ccccc2C)CC1	-3%	-17%	-22%	-1	-4%	2%	1
38	COC1(OC)N=C(N)C2(C#N)C(c3ccc4c(c3)OCO4)C12C#N (centres undefined)	-9%	?	?	-5	-1%	3%	-25
39	CS(=O)(=O)N1CCC(C(=O)N2CCN(c3ccc(F)cc3)CC2)CC1	0%	-9%	18%	-1	3%	3%	33
40	CC1CN(S(=O)(=O)c2cccc3nsnc23)CC(C)O1 (centres undefined)	3%	-2%	7%	-2	0%	-2%	16
41	O=C(NCCCCc1ccccc1)C1CC(c2cccc(F)c2)=NO1 (centres undefined)	3%	33%[activator]	76%[activator]	-3	-1%	-1%	5
42	CCCCOc1ccc(NC(=O)c2cnc(C)cn2)cc1	-2%	nt	?	13*	-20%	-8%	54
43	COc1ccc(CC(=S)NCCc2ccccc2)cc1	-22%	12%	0%	14*	0%	0%	nt
44	CCN1C(=O)c2cccc3c(NC(=O)C4CCCCC4)ccc1c23	-4%	?	nt	-8	9%	1%	-14
45	CCC(C)(C)NC(=O)CN(C(=O)CCC(=O)Nc1ccccn1)c1ccc(F)c(Cl)c1	-1%	?	nt	-6	-24%	3%	28
46	O=C(O)Cn1c(-c2ccccc2)nc2ccccc21	3%	31%[activator]	-100%	-2	1%	1%	12
47	COc1cccc(CN(C)C(=O)c2ccccc2Sc2ccccc2C#N)c1OC	-19%	46%[activator]	-4%	2	8%	-14%	-9
48	O=Cc1ccc(-c2ccc(C(=O)O)cc2)o1	1%	3%	18%	35*	8%	5%	88*
49	Nc1ccc(C(=O)OCC(=O)Nc2ccc3c(c2)OCO3)cc1[N+](=O)[O-]	8%	6%	4%	20*	0%	1%	17
50	COc1ccc(C(=O)COC(=O)c2sc(C)nc2C)cc1Cl	-10%	?	-17%	nt	-11%	nt	nt
51	COC(=O)c1ccccc1C(=O)N1CCCC(C(=O)c2cc(F)ccc2F)C1 (centres undefined)	-4%	2%	?	-3	27%	-2%	1
52	C1CCC(NC2CCCCC2)CC1	1%&5%	26%&5%	31%&18%[activator]	nt	11%	nt	nt
53	O=C(Nc1cc(C(F)(F)F)ccc1Cl)c1cc(C2CC2)on1	4%	?	-29%	-4	-1%	-9%	-4
54	CCCC(=O)Nc1nnc(-c2cccc(OCC)c2)s1	-13%	-11%	1%	2	-16%	-2%	3
55	O=C(Nc1ccc(N2CCOCC2)cc1)c1ccc([N+](=O)[O-])o1	-13%	19%	21%	37*	-1%	?	59*
56	Cc1cc(C)cc(NC(=O)c2ccc(S(=O)(=O)N(C)CC3CCCO3)cc2)c1 (centres undefined)	-2%	?	2.6µM*	-2	-1%	-1%	-5
57	CC(C)CNC(=O)c1c2c(nc3ccccc13)-c1ccccc1CC2	1%	?	100%[activator]	-3	-6%	2%	-13
58	CCO/C=C1\C(=O)N(c2ccc(OCC)cc2)C(=O)c2ccccc21	1%	15%	15%	8	3%	-1%	-5
59	O=C(Nc1ccc(N2CCN(C(=O)c3cccs3)CC2)cc1)c1ccccc1F	-2%	?	57%[activator]	7	-11%	-3%	27
60	O=C(CCc1ccccc1)Nc1ncc2c(n1)CCCC2=O	5%	2%	-5%	-5	3%	0%	73
61	Clc1ccc(N2CCCCCC2)nn1	5%	-8%	?	-2	15%	-2%	-7
62	Cc1c(Cl)cccc1NC(=S)N1CCN(c2ncccn2)CC1	-2%	6%	?	1	0%	3%	-6
63	Fc1cccc(Oc2nc3ccccc3n3cccc23)c1	3%	2%	1%	7	-3%	-6%	-9
64	COc1ccc(NC(=O)CCNS(=O)(=O)c2cccc(C(C)=O)c2)cc1S(N)(=O)=O	1%	?	?	-3	12%	4%	-4
65	COc1ccc(-c2cc(C3CCN(CC(O)C(F)(F)F)CC3)[nH]n2)cc1 (centres undefined)	-6%	nt	-25%	-3	2%	2%	-7
66	O=C(NCC1CCCO1)c1cccc(S(=O)(=O)NCc2ccccc2)c1 (centres undefined)	0%	-1%	0%	-2	3%	8%	12
67	CN(C)S(=O)(=O)c1ccccc1C#N	0%	1%	0%	1	5%	0%	-10
68	Cc1[nH]n(-c2ccccc2)c(=O)c1C=Nc1ccc(S(=O)(=O)N(C)C)cc1	4%	-16%	-19%	-4	26%	-10%	-9
69	c1ccc(C2=Nc3c(ccc4ccccc34)C(c3ccncc3)=NN2)cc1	0%	?	-10%	-4	?	2%	-13
70	O=C(CSC1=NNC(c2ccccn2)S1)Nc1cccc(Cl)c1 (centres undefined)	-11%	?	?	40*	?	4%	62*
71	CN(C(=O)c1cccn(Cc2ccccc2)c1=O)c1ccccc1	-1%	0%	?	-1	1%	6%	1
72	O=C(NCc1ccccc1F)c1cc(=O)[nH]c2ccccc12	-3%	8%	-4%	-5	3%	10%	-2
73	Cc1ccc(C(=O)N2CCN(c3cccc(C)c3C)CC2)o1	3%	?	?	1	?	-2%	-8
74	Cc1cc(C)c2c(N)c(C(=O)c3ccc(Cl)cc3)sc2n1	-5%	?	54%[activator]	5	5%	9%	26
75	CCn1c(SCc2ccc(F)cc2)nc2ccccc2c1=O	-1%	-29%	-6%	7	4%	-4%	-3
